# Source: PubChem (several laboratories)
# FXIa inh: human FXIa protease inhibitors, primary screen, biochemical, 1536-well; AID 798, 2007; hit rate 0.14% among 220,000; purified FXIa, Boc-Glu-Ala-Arg-AMC fluorogenic substrate; inhibition, % at 5 µM;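 active = inhibition of at least 40%; inactive = inhibition below 40%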;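 also: fluorescence of freed AMC excited at 355 nm; 0% = enzyme without compound and 100% = no enzyme blank; many of its hits are not listed in these tables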
# Wee1 stabilizer: Wee1 degradation inhibitors, primary screen, cell-based, HeLa, Wee1K328M-luciferase, luminescence. HeLa Luc-Wee1K328M stability; 100% = proteasome inhibitor MG132 effect. reporter increase, % at 5 µM. hit rate 1.2% among 220,000;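 active = activation above the mean of all tested compounds plus 3 SD, set per screening run, cut at about 8.8% in these data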;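 also: cells exposed to compound for 20 h before luminescence read; 0% = DMSO alone and 100% = MG132 at 30 µM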
# FXIIa inh: human FXIIa protease inhibitors, primary screen, biochemical, 1536-well. hit rate 0.3% among 220,000. purified FXIIa, Boc-QGR-AMC fluorogenic substrate, 2 h. inhibition, % at 5 µM. AID 800, 2007; in the data active = inhibition above about 40%;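 also: 0% = enzyme with no compound and 100% = blank without enzyme; many of its hits are not listed in these tables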
# Target sequence (P00748 20-372 limits assumed): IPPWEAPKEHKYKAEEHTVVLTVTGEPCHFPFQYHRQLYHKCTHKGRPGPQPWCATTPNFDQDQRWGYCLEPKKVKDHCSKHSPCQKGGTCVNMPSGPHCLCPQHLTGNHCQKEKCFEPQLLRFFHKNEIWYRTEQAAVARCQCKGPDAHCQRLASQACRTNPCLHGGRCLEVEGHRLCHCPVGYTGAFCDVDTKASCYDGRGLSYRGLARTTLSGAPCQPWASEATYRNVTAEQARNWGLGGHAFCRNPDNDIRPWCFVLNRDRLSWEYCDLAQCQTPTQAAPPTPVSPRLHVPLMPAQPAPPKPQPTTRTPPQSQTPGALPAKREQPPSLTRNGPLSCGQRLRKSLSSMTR
# Target sequence (P00748 373-615 limits assumed): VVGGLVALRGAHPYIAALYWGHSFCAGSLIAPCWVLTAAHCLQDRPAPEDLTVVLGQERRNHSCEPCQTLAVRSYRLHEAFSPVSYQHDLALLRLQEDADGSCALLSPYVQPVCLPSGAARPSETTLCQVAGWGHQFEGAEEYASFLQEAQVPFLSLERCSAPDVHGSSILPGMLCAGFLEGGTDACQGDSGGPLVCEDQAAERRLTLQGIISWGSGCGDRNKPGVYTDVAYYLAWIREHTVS
# CHOP inh: inhibitors of CHOP promoter induction, primary screen, cell-based, unfolded protein response, luciferase reporter; CHO-K1 CHOP-promoter luciferase, tunicamycin-induced, 15-18 h; inhibition, % at 10 µM; hit rate 3.8% among 220,000; AID 2732, 2010;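 active = compounds that reduced the stress-induced luciferase reporter signal by more than about 70% of percent inhibition, limit read from the data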;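 also: 0% = tunicamycin plus vehicle and 100% = wells without tunicamycin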
# TNF necrop inh: inhibitors of TNF-alpha triggered necroptosis, primary screen, cell-based, Jurkat FADD-/-, single concentration; Jurkat FADD-/- TNF necroptosis rescue, ATP luminescence, 24 h; 0 = TNF only, 100 = no-TNF cells; activation (protection from cell death), % at 10 µM; hit rate 0.068% among 220,000;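 active = activation, meaning protection from cell death, of at least 50% relative to plate controls; inactive = activation below 50%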;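 also: necroptosis triggered by 40 ng/mL TNF-alpha added together with compound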
# PGE2 EP2 inh: human EP2 receptor antagonists, primary screen, TR-FRET cAMP, C6 glioma cells; Prostaglandin E2 receptor EP2 subtype (Homo sapiens), P43116; C6 glioma cells expressing human EP2; cells stimulated with saturating PGE2; inhibition, % at 25 µM; hit rate 0.52% among 260,000; AID 1422, 2008;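 active = percent inhibition above 40 after rounding to a whole number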;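 also: rat C6 glioma host cells with rolipram phosphodiesterase inhibitor present; the protocol text gives 20 µM as final concentration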
# Target sequence (P43116 whole entry, looked up): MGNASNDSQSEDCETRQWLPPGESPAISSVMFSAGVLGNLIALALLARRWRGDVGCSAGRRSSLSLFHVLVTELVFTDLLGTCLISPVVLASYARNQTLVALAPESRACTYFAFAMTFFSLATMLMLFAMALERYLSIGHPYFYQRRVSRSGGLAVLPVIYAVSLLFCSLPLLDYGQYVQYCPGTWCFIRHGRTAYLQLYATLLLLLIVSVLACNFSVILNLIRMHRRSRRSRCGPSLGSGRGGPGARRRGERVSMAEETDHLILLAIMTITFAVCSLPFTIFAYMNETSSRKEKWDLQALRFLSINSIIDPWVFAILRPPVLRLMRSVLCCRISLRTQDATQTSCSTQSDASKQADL
# PPC-1+TRAIL kill: compounds killing PPC-1 cancer cells with TRAIL present, primary screen, TRAIL potentiator project, ATPLite luminescence, uHTS; PPC-1 cells + TRAIL, ATPLite viability luminescence; cell killing (% activity), % at 4 µM; hit rate 0.41% among 220,000; AID 1443, 2008;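 active = cell killing above 50% in the first pass at 4 µM, then a duplicate retest at 5 µM averaging 50% or more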;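 also: plate controls were cells with TRAIL plus DMSO for no effect and medium-only wells lacking cells for full effect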
# zVAD death inh: inhibitors of zVAD-triggered necroptosis, primary screen, L929 cells; L929 zVAD necroptosis rescue, ATP luminescence, 24 h; with zVAD 60 µM; viability rescue, % at 10 µM; hit rate 0.38% among 220,000; AID 1377, 2008;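 active = activation, scaled between plate controls, above about 75%, limit read from the data; inactive = activation under that limit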;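 also: 0% = zVAD with DMSO and 100% = DMSO alone without zVAD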
# Tb hexokinase: Trypanosoma brucei hexokinase 1 inhibitors, primary screen, biochemical, G6PDH-coupled NADH absorbance, MLSCN library. hit rate 0.11% among 220,000. recombinant TbHK1, G6PDH-coupled NADH A340. inhibition, % at 10 µM. hexokinase 1 [Trypanosoma brucei];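 active = inhibition of 50% or more in the single-dose primary screen; inactive = inhibition below 50%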
# * = called active by the depositor; . = no result given; & = joins results of further samples. Not all compounds are listed. The share of hits here may be higher or lower than overall.
SMILES,FXIa inh,Wee1 stabilizer,FXIIa inh,CHOP inh,TNF necrop inh,PGE2 EP2 inh,PPC-1+TRAIL kill,zVAD death inh,Tb hexokinase
CCC(C)NC(=O)C1CCCN(C(=O)Nc2ccc(F)cc2)C1 (stereo unspecified),-5,2,19,34,3.4,4&14,-12,2.7,1
CCc1c(C(=O)NN2C(=O)C3CCCCC3C2=O)csc1C (stereo unspecified),8,8,12,-5,1.0,3,5,0.3,-2
O=C(CN1C(=O)/C(=C\c2cccc(Cl)c2)Oc2ccccc21)N1CCN(c2ccccn2)CC1,-26,4,-15,100*,0.1,4,8,2.3,-12
CCC(c1nnc(SCC(=O)Nc2ccc(C(C)=O)cc2)n1C1CCCCC1)N(C)C (stereo unspecified),-7,-1,2,10,1.9,8,18,0.6,20
COC(=O)C1C(c2ccccc2)C=CC(c2ccccc2)C1C(=O)O (stereo unspecified),-2,6,1,-1,4.3,7,8,1.3,2
CCSc1nnc(NC(=O)C2CCN(S(=O)(=O)c3cc(C(F)(F)F)ccc3Cl)CC2)s1,2,3,9,41,0.5,8,8,.,2
CCCCCCCCCCCCOC1OC(CO)C(O)C(O)C1NC(C)=O (stereo unspecified),6,0,11,17,0.4,2,-1,0.3,1
O=C(CCCSc1nc2ccccc2[nH]1)NC1=NCCS1,2,0,19,-11,-0.9,12,14,1.1,-5
COc1ccc(N2CCN(C(=O)CSc3nc4c(c(=O)n(C)c(=O)n4C)n3C(C)C)CC2)cc1,-5,3,5,32,-14,7,0,-0.3,-4
COc1ccccc1N1CCN(S(=O)(=O)c2ccccc2F)CC1,8,-1,11,39,-1.6,4,16,0.1,-3
COc1ccc(Br)cc1CNCCSc1nnnn1C,-8,-1,5,16,-1.7,8,-2,0.0,5
CCOC(=O)N1CCN(S(=O)(=O)c2ccc3c(c2)OCC(=O)N3)CC1,2,-1,12,13,-0.9,9,-7,-0.4,1
FC(F)(F)c1nnc2ccc(NCc3ccccc3)nn12,-4,0,0,19,-2.7,4,6,-0.1,0
c1ccc(-n2nnnc2-n2cnc3ccccc32)cc1,4,1,17,10,-1.3,8,2,-0.3,2
CCCCOc1ccc(Cl)cc1CSc1nnc(C)n1N,11,2,21,6,-0.5,9,2,0.2,2
Cc1cc(=O)[nH]c(SCCCOc2ccccc2Cl)n1,11,-1,9,-3,-0.1,6,16,-0.1,2
O=C(NC(=S)N1CCN(c2nc(-c3ccccc3)cs2)CC1)c1cccnc1,6,-1,9,10,-0.1,6,22,-0.4,-6
COc1ccc(NC(=O)C(c2ccc(OC)cc2)N(Cc2ccco2)C(=O)CC2NC(=O)NC2=O)cc1 (stereo unspecified),-3,1,11,-2,0.6,8,6,2.5,1
CCC(c1nc2ccccc2c(=O)n1CCN1CCOCC1)N1C(=O)c2ccccc2C1=O (stereo unspecified),-10,-1,-3,6,1.3,4,-1,0.6,-11
CC(=O)NC1=NC(=O)/C(=C/c2cc(C)n(-c3cccc(C(=O)O)c3)c2C)S1,0,-1,6,1,-0.3,3,-8,0.2,4
CC(=O)Nc1ccc(S(=O)(=O)NCC2CCC(C(=O)N3CCCCCC3)CC2)cc1 (stereo unspecified),-10,-1,4,4,-2.9,7,14,-0.2,-4
N#Cc1cccnc1N1CCN(C(=O)COCC(=O)O)CC1,2,-2,7,30,1.3,7,3,-1.1,-12
O=C(N/N=C/c1cc([N+](=O)[O-])ccc1O)Nc1ccccc1,-1,3,5,42,0.6,3,.,4.1,-5
O=C(CCCc1ccccc1)Nc1ccc2c(c1)OCCO2,2,4,9,-22,9.0,7,-4,-0.6,11

# A different layout for part of the listing above:
# Below each SMILES – FXIa inh | Wee1 stabilizer | FXIIa inh | CHOP inh | TNF necrop inh | PGE2 EP2 inh | PPC-1+TRAIL kill | zVAD death inh | Tb hexokinase
CCOC(=O)N1CCN(S(=O)(=O)c2ccc3c(c2)OCC(=O)N3)CC1
    2 | -1 | 12 | 13 | -0.9 | 9 | -7 | -0.4 | 1
FC(F)(F)c1nnc2ccc(NCc3ccccc3)nn12
    -4 | 0 | 0 | 19 | -2.7 | 4 | 6 | -0.1 | 0
c1ccc(-n2nnnc2-n2cnc3ccccc32)cc1
    4 | 1 | 17 | 10 | -1.3 | 8 | 2 | -0.3 | 2
CCCCOc1ccc(Cl)cc1CSc1nnc(C)n1N
    11 | 2 | 21 | 6 | -0.5 | 9 | 2 | 0.2 | 2
Cc1cc(=O)[nH]c(SCCCOc2ccccc2Cl)n1
    11 | -1 | 9 | -3 | -0.1 | 6 | 16 | -0.1 | 2
O=C(NC(=S)N1CCN(c2nc(-c3ccccc3)cs2)CC1)c1cccnc1
    6 | -1 | 9 | 10 | -0.1 | 6 | 22 | -0.4 | -6
COc1ccc(NC(=O)C(c2ccc(OC)cc2)N(Cc2ccco2)C(=O)CC2NC(=O)NC2=O)cc1 (stereo unspecified)
    -3 | 1 | 11 | -2 | 0.6 | 8 | 6 | 2.5 | 1
CCC(c1nc2ccccc2c(=O)n1CCN1CCOCC1)N1C(=O)c2ccccc2C1=O (stereo unspecified)
    -10 | -1 | -3 | 6 | 1.3 | 4 | -1 | 0.6 | -11
CC(=O)NC1=NC(=O)/C(=C/c2cc(C)n(-c3cccc(C(=O)O)c3)c2C)S1
    0 | -1 | 6 | 1 | -0.3 | 3 | -8 | 0.2 | 4
CC(=O)Nc1ccc(S(=O)(=O)NCC2CCC(C(=O)N3CCCCCC3)CC2)cc1 (stereo unspecified)
    -10 | -1 | 4 | 4 | -2.9 | 7 | 14 | -0.2 | -4
N#Cc1cccnc1N1CCN(C(=O)COCC(=O)O)CC1
    2 | -2 | 7 | 30 | 1.3 | 7 | 3 | -1.1 | -12
O=C(N/N=C/c1cc([N+](=O)[O-])ccc1O)Nc1ccccc1
    -1 | 3 | 5 | 42 | 0.6 | 3 | . | 4.1 | -5
O=C(CCCc1ccccc1)Nc1ccc2c(c1)OCCO2
    2 | 4 | 9 | -22 | 9.0 | 7 | -4 | -0.6 | 11

# (list continues)
SMILES,FXIa inh,Wee1 stabilizer,FXIIa inh,CHOP inh,TNF necrop inh,PGE2 EP2 inh,PPC-1+TRAIL kill,zVAD death inh,Tb hexokinase
CCOC(=O)c1csc(NC(=O)c2cc(=O)c3ccccc3o2)n1,-6,-1,1,-18,0.6,0,8,0.6,-9
CC(Nc1n[nH]c(=O)[nH]c1=O)C(=O)N/N=C/c1cccs1 (stereo unspecified),0,3,.,12,-0.2,10,14,1.9,-3
COc1ccc(-n2c(O)c(C=Nc3ccccc3)c3ccccc3c2=O)cc1,-2,-2,9,-41,0.0,14,13,1.2,1
CN(C)c1ccc(-n2cccc2/C=C2/SC(=Nc3ccc(F)cc3)NC2=O)cc1,5,3,14,38,-1.0,5,-13,0.3,-22
O=C(NNC1CC(=O)N(c2ccc(Cl)cc2)C1=O)c1ccccc1Cl (stereo unspecified),5,-1,12,-2,1.0,3,26,-0.8,5
CCNc1nc(OC)nc(SCC(=O)Nc2ccccc2)n1,-3,3,5,14,-3.6,5,22,1.4,1
CCO[C@@H]1OC(C(=O)N2CCN(Cc3ccccc3)CC2)=C[C@H](C2CC2)[C@H]1CCCO,-4,1,2,19,1.0,1,-3,1.2,-1
CCc1cccc(NC2c3ccccc3C(=O)N2c2cccnc2)c1 (stereo unspecified),-10,-1,-3,-23,0.2,4,6,-1.4,3
Cc1ccc(S(=O)(=O)NC(C(=O)Oc2ccc3c(C)c(Cl)c(=O)oc3c2)c2ccccc2)cc1 (stereo unspecified),3,0,5,39,2.0,5,-29,1.4,-17
Nc1ccc(S(=O)(=O)c2ccc(Cl)cc2)cc1,2,-4,10,7,0.0,10,16,0.5,3
O=S(=O)(c1ccc(Br)s1)N1CCN(Cc2ccc3c(c2)OCO3)CC1,5,0,17,62,0.6,6,15,-0.2,1
Cc1nn(C(C)(C)C)c(C)c1/C=N/OC(=O)Nc1ccc(Cl)c(Cl)c1,-3,-3,6,65,3.2,9,-10,1.0,-4
Cc1ccsc1CNn1cnnc1SCc1ccccc1F,-2,-2,8,22,0.3,5,25,-0.2,-5
Cc1noc(C)c1S(=O)(=O)N1CCC(C(=O)N2CCC(C)CC2)CC1,1,4,10,9,1.4,14,16,-0.6,-8
CC(=O)c1ccc(OCC(C)C)c(CN2CCCCC2)c1,-4,-3,10,-29,2.2,11,6,0.5,5
COc1ccc(CCNc2c3ccccc3nc3ccccc23)cc1OC,5,-1,11,2,-22,10,-2,8.0,1
CCOc1ccc2c(C)c(C)c(=O)oc2c1OCC,0,2,8,-1,-1.5,9,2,0.4,-17
CCN(CC)C(=O)CSc1ncnc2sccc12,2,0,12,-3,0.6,4,9,0.0,-5
COc1ccc(S(=O)(=O)N2CC3C4C=CC(C4)C3C2)cc1 (stereo unspecified),5,-1,11,34,0.9,24,10,0.1,-3
NS(=O)(=O)c1ccc(CNC(=O)CCC2CCCCC2)cc1,-5,1,-10,-7,-0.6,8,14,-0.3,-5
CCc1cccc(C)c1NC(=S)NCC(c1cccnc1)N(C)C (stereo unspecified),3,-3,12,-8,-0.2,2,4,1.8,2
CC(C)N(C1=N/C(=C\c2ccco2)C(=O)N1c1ccccc1)C(C)C,-8,1,-2,31,-3.3,8,13,0.8,-9
O=C(CCNC(=O)c1ccc(Cl)cc1)Nc1ccc(Cl)cc1F,6,-1,12,16,1.7,7,5,0.0,18
O=[N+]([O-])c1cc(/C=N/Nc2nc(N3CCOCC3)nc(N3CCOCC3)n2)ccc1Cl,9,-2,4,-8,-0.4,4,39,0.2,-6
O=[N+]([O-])c1cccc(-c2nc(-c3ccccc3)no2)c1,-1,0,12,46,-0.4,7,17,7.3,-1
O=C(CSc1nc(O)cc(=O)n1-c1ccccc1)Nc1ccccn1,3,-1,9,1,0.0,5,8,13,-5
CO/N=C\CC(=O)Nc1ccc(Oc2ccccc2)cc1,3,3,3,15,-5.8,11,16,-0.4,-3
Cc1nc(-c2cn[nH]c2-c2ccc(O)cc2O)cs1,-1,9.0*,7,-26,0.4,11,18,0.8,-6
c1ccc2c(-c3cc(C4CCNCC4)[nH]n3)cccc2c1,-2,1,8,22,1.5,2,-13,24,8
COC(=O)N1CCN(c2ccc(C)cc2)C(C)C1 (stereo unspecified),-7,-1,1,0,-1.1,8,0,1.6,1
O=C(CCCOc1ccccc1)Nc1nc2ccccc2[nH]1,-9,-1,4,-19,5.1,4,9,4.8,2
O=C(Oc1ccc(N(Cc2cccs2)C2=NS(=O)(=O)c3ccccc32)cc1)c1ccco1,11,2,15,35,-1.3,10,3,-0.1,-2
Cc1c(C(=O)Nc2c(C)n(C)n(-c3ccccc3)c2=O)oc2ccccc12,6,1,16,34,-0.3,13,7,-0.1,6
O=C(CONS(=O)(=O)c1ccc(Cl)cc1)NCCNc1ncc(C(F)(F)F)cc1Cl,0,1,5,7,-0.6,3,19,1.5,-3
Cc1cc(-n2c(C)cc(C(=O)COc3ccc4ccc(=O)oc4c3)c2C)no1,-6,-2,4,58,-5.0,21,22,-0.6,-14
Clc1ccc(Nc2nc(-c3ccncc3)cs2)cc1,.,0,.,.,-1.6,13,.,0.8,-3
Cc1ccc(C)n1-c1cccc(S(=O)(=O)N2CCOCC2)c1,-6,-1,1,-6,-3.7,9,26,-0.5,-1
